ALDH1A1 inh: blocks purified human ALDH1A1 activity. P00352. Purified ALDH1A1, NADH fluorescence, propionaldehyde substrate. Potency, µM (top dose mostly 75.3 µM), for inactives: top-dose activity, negative = inhibition, most hits filed as inhibitors. 220,000 tested, 7.3% active; active means well fitted inhibition curve with a large enough effect, not every such curve was filed as active; inconclusive means small, poorly fitted or top-dose-only effect, or another doubt; inactive means no such curve, though single readings can be large or run the other way;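 further: plate controls were no enzyme wells and a reference inhibitor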
Target sequence (P00352 whole entry, looked up): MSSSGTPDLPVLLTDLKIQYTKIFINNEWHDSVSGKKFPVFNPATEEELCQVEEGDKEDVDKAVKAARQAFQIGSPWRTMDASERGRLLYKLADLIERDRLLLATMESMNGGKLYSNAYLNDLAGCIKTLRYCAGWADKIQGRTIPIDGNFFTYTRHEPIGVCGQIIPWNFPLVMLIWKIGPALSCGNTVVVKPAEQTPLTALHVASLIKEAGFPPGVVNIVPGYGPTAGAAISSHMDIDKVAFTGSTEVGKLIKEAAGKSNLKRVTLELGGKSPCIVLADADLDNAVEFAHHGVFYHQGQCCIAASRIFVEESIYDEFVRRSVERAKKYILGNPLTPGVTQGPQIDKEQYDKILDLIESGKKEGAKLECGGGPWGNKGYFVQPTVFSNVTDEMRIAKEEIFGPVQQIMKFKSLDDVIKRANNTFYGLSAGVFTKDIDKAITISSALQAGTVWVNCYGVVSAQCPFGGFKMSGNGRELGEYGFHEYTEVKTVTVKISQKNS
aGal spleen mod: inhibitors or activators of human alpha-galactosidase in spleen homogenate. human spleen homogenate, 4MU-alpha-Gal fluorescence, 40 min. Potency, µM (highest dose often 80 µM), for the others: at the top dose activity change, negative = inhibition, most hits filed as inhibitors. 240,000 tested, 0.008% active. AID 2107;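 further: 0% = enzyme with vehicle and -100% = no enzyme basal signal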
Target sequence (P06280 32-429 limits assumed): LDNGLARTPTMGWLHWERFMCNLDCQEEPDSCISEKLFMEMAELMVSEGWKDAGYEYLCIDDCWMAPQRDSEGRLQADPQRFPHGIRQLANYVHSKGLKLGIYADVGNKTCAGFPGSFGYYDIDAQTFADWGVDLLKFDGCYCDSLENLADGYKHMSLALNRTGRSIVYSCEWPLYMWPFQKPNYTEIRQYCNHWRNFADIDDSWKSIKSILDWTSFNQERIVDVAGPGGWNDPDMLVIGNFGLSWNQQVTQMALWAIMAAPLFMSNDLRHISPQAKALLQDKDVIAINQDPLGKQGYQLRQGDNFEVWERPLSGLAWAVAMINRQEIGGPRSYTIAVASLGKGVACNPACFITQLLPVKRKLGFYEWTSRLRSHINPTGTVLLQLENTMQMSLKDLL
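Human spleen homogenate (1 ug) as enzyme source, 4-methylumbelliferyl-alpha-D-galactopyranoside 1 mM final, citrate/phosphate pH 5.0 with 0.01% Tween-20. Compounds 40 min at 37C, NaOH/glycine stop; fluorescence Ex 365/Em 440, Hill-fit AC50.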
NPSR antagonist: antagonists of human neuropeptide S receptor cAMP signaling. 220,000 tested, 1% active. Q6W5P4. CHO-NPSR cells, cAMP TR-FRET, antagonist mode. Potency, µM (highest dose often 38.3 µM), for the others: at the highest dose activity change, negative = inhibition, usual class: inhibitors. AID 1461; further: on the % scale 0 is the no-effect control and ±100 the full control effect; nearly all actives have a fitted effect of over 50% in size; many of its hits are not listed in these tables
Tau fluor counter: counter-screen for tau fibril formation inhibitors | tau K18 P301L Alexa594 fluorescence, heparin fibrillization | 280,000 tested, 0.93% active | Potency, µM (top dose mostly 57.7 µM), without a hit: at the highest dose activity change, negative = decrease | AID 1463; further: on the % scale 0 is the no-effect control and ±100 the full control effect; nearly all actives have a fitted effect of over 55% in size
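Human tau K18 P301L (15 uM unlabeled, 0.24 uM Alexa 594-labeled) in 100 mM sodium acetate pH 7 with 20 uM heparin, 6 hr at 37 C. ThT 30 uM added, 1 hr ambient; Alexa 594 FP and total fluorescence read at 555/632 nm.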
Epigenetic reg: derepresses silenced GFP reporter in murine cells; AID 1865; 280,000 tested, 0.2% active; Potency, µM (doses to about 53.9 µM), for inactives: top-dose GFP activation, most hits filed as activators; murine LDR cells, GFP reporter derepression, 30 h; further: % of control where 0% means no effect; nearly all actives have a fitted effect of over 60% in size
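Readout is the number of GFP-expressing murine LDR cells, counted by cytometry following washing. Cells were treated with compound for 30 h at 37 C; the stably integrated CMV-GFP locus is normally silent.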
GAA spleen mod: inhibits or activates alpha-glucosidase in human spleen homogenate; P10253; human spleen homogenate, 4-MU-alpha-glucoside fluorescence; Potency, µM (top dose mostly 79.9 µM), inactives show at the highest dose activity change, negative = inhibition, usual class: inhibitors; 240,000 tested, 0.006% active; AID 2112;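 further: 0% = enzyme with vehicle and -100% = no enzyme basal signal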
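Compounds were titrated against alpha-glucosidase in spleen homogenate at pH 5.0, with 1 mM 4-methylumbelliferyl substrate for 40 min at 37 C. Reactions were quenched with pH 10 NaOH/glycine and fluorescence measured.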
GAA inh: alpha-glucosidase (human) inhibition; P10253; purified human GAA, 4-MU-alpha-glucoside fluorescence; Potency, µM (titrated, usually from 76.9 µM), inactives show at the top dose activity change, negative = inhibition, usual class: inhibitors; 200,000 tested, 0.005% active;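 further: plate controls were uninhibited enzyme wells for no effect and no-enzyme background for full effect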
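Endpoint fluorogenic read: 20 min room-temperature reaction of 4 nM human alpha-glucosidase with 400 uM 4-methylumbelliferyl-alpha-D-pyranoside, pH 5.0, quenched with 1M NaOH/1M glycine pH 10. AC50 from Hill modeling.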
GAA glycogen mod: inhibitors or activators of human alpha-glucosidase glycogen cleavage | P10253 | recombinant GAA, glycogen substrate, Amplex Red glucose oxidase fluorescence | Potency, µM (titrated, usually from 76.4 µM), without a hit: at the top dose activity change, negative = inhibition, usual class: inhibitors | 300,000 tested, 0.38% active;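 further: 0% = full enzyme reaction and -100% = no-enzyme basal signal; the screen sought inhibitors and activators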
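Recombinant human alpha-glucosidase (4 nM final) hydrolysed bovine liver glycogen (30 ug) for 40 min at 37 C in pH 5.0 citrate/phosphate with 0.01% Tween-20. Released glucose detected by glucose oxidase/Amplex Red, Ex 573/Em 610 nm. Compounds up to 77 uM; AC50 from Hill fits.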
* = called active by the depositor; ? = inconclusive; nt = not tested or not shown; [ ] = another dose, or the depositor's remark. Unless noted, the call rests on the fitted dose curve; in most records, active means well fitted curve in the direction sought with a large enough effect; inconclusive means small, poorly fitted or top-dose-only effect, or another doubt; inactive means no such curve, though single readings can be large; an effect the other way counts as inactive or inconclusive. Potency means the concentration at half of the fitted maximal effect.

The line under a structure holds: ALDH1A1 inh | aGal spleen mod | NPSR antagonist | Tau fluor counter | Epigenetic reg | GAA spleen mod | GAA inh | GAA glycogen mod
- CCc1cc2c(SCC(=O)Nc3ccc(Cl)cn3)ncnc2s1
 : -6% | 4% | -39% | -4% | 3.9% | -7% | -1% | 1%
- Cc1noc(C(F)(F)F)c1C(=O)NNC(=O)c1ccccc1
 : 4% | -6% | -17% | 3% | -0.2% | -5% | 9% | 7%
- C/C(=N/N1CCN(c2ccccn2)CC1)c1ccc([N+](=O)[O-])cc1
 : 7% | 3% | -26%[46.1 µM] | -16% | 0.0% | -1% | -4% | ?
- CCOC(=O)c1cnc(Nc2nc3ccccc3o2)nc1C
 : ? | 2% | -13%[46.1 µM] | -13% | -1.0% | 0% | -11% | -1%
- O=c1nc(-c2ccccc2)c2cc(Cl)ccc2[nH]1
 : -14% | -19% | ? | 5% | -0.2% | -12% | 10% | 7%
- O=C(O)CNS(=O)(=O)c1ccc(C2CCCCC2)cc1
 : 0% | -9% | 7% | 6% | -0.4% | -23% | 2% | -5%
- O=C(NCc1ccc2c(c1)OCO2)c1cccc(C(=O)NCc2ccc3c(c2)OCO3)c1
 : -8% | -4% | -21%[46.1 µM] | -29% | -1.4% | -3% | -2% | 3%
- CCCNC(=O)Nc1ccccc1C(=O)Nc1ccc(OC)cc1
 : 12% | -3% | -8%[46.1 µM] | -14% | 1.8% | -4% | 2% | 0%
- COc1ccc2nc(NC(=O)CSc3nnc(C)s3)sc2c1
 : 6% | 4% | -7%[46.1 µM] | -5% | 2.1% | -3% | 1% | 6%
- Cn1c(Cc2ccccc2)nnc1SCC(=O)N1CCN(c2ccccc2)CC1
 : -7% | 8% | -11%[46.1 µM] | 3% | -2.8% | -2% | -6% | -3%
- Cn1cnnc1SCc1nnc(-c2ccccc2Br)o1
 : -2% | 4% | 2% | 4% | -0.3% | 6% | ? | -3%
- O=C(Nc1ccc(-c2nc3ccccc3[nH]2)cc1)c1ccccc1NS(=O)(=O)c1ccc(F)cc1
 : ? | 15% | -20% | ? | -3.8% | -3% | ? | 0%
- CC(=O)c1cccc(S(=O)(=O)Nc2cccc(S(=O)(=O)NC3=NCCC3)c2)c1
 : ? | 8% | 15% | 2% | -3.0% | -16% | -2% | -3%
- Fc1ccc(-c2[nH]ncc2-c2nnnn2-c2ccccc2)c(F)c1
 : ? | -10% | -11%[46.1 µM] | -6% | 5.7% | -2% | 1% | -9%
- CCOC(=O)N1CCN(C(=O)c2ccc3c(=O)n(Cc4ccccc4)c(=S)[nH]c3c2)CC1
 : ? | 1% | -25%[46.1 µM] | -17% | 0.0% | 2% | ? | -5%
- CCOc1ccc(Br)cc1S(=O)(=O)Nc1ccc(C(=O)OCC(=O)Nc2ccc(C#N)cc2)cc1
 : 2% | 0% | -27% | ? | 0.1% | 9% | 6% | 18%
- O=C(COc1ncnc2ccccc12)NCCc1ccccc1
 : 0% | 0% | 13% | 0% | -1.9% | 3% | 8% | 6%
- CCOc1ccc(C2=CS/C(=C(\C#N)c3nnc4n3CCCCC4)N2CC)cc1
 : ? | -13% | ? | -4% | -0.8% | -13% | 1% | -8%
- CCN1CCN(C(=S)Nc2cccc([N+](=O)[O-])c2)CC1
 : 0% | 1% | -1%[46.1 µM] | -11% | -2.7% | -12% | -1% | -1%
- Nc1cc(=O)[nH]c(SCC(=O)NNC(=O)Cc2ccccc2)n1
 : -8% | -1% | 12% | -1% | -3.2% | -1% | 9% | 4%

One compound at a time (already shown).
O=C(Nc1ccc(-c2nc3ccccc3[nH]2)cc1)c1ccccc1NS(=O)(=O)c1ccc(F)cc1 reads ALDH1A1 inh: ?; aGal spleen mod: 15%; NPSR antagonist: -20%; Tau fluor counter: ?; Epigenetic reg: -3.8%; GAA spleen mod: -3%; GAA inh: ?; GAA glycogen mod: 0%
CCN1CCN(C(=S)Nc2cccc([N+](=O)[O-])c2)CC1 reads ALDH1A1 inh: 0%; aGal spleen mod: 1%; NPSR antagonist: -1%[46.1 µM]; Tau fluor counter: -11%; Epigenetic reg: -2.7%; GAA spleen mod: -12%; GAA inh: -1%; GAA glycogen mod: -1%
O=C(COc1ncnc2ccccc12)NCCc1ccccc1 reads ALDH1A1 inh: 0%; aGal spleen mod: 0%; NPSR antagonist: 13%; Tau fluor counter: 0%; Epigenetic reg: -1.9%; GAA spleen mod: 3%; GAA inh: 8%; GAA glycogen mod: 6%

Other structures follow.
The line under a structure holds: ALDH1A1 inh | aGal spleen mod | NPSR antagonist | Tau fluor counter | Epigenetic reg | GAA spleen mod | GAA inh | GAA glycogen mod
- CC(Oc1ccc(C(C)(C)C)cc1)c1ccnc2nc(/N=C/N(C)C)nn12 (configuration not stated)
 : ? | 4% | -26%[46.1 µM] | -8% | -0.1% | -1% | -30% | 4%
- CC1(C)Cc2c(sc(/N=C/N3CCCCC3)c2C#N)C(C)(C)N1
 : -2% | -11% | -8%[46.1 µM] | -4% | -1.6% | -11% | -9% | -1%
- CCN=C1SC(C(=O)Nc2ccccc2)CC(=O)N1CC (configuration not stated)
 : ? | 5% | -22%[46.1 µM] | -12% | -3.1% | 0% | -8% | -4%
- Cc1ccc(OCC(=O)c2c[nH]c3ccccc23)c([N+](=O)[O-])n1
 : -8% | -4% | -18% | -28% | 2.6% | -10% | 2% | -4%
- Cc1ccc(NS(=O)(=O)c2ccc3c(c2)CCC(=O)N3)cc1C
 : ? | 5% | -15% | -11% | 1.1% | -6% | -7% | 1%
- COc1ccc(NC(=O)CSc2nnc(CNC(=O)COc3ccc(Cl)cc3)o2)cc1
 : -5% | -3% | 10% | -18% | 0.0% | -10% | 5% | -10%
- c1ccc(COc2ccc(OCCCCN3CCCCC3)cc2)cc1
 : ? | -20% | 16%[46.1 µM] | -5% | -0.3% | 0% | -24% | -3%
- COc1cccc(OCc2cc(/C=N/n3cncn3)ccc2OC)c1
 : nt | -2% | -2% | -28% | 0.0% | -4% | nt | 0%
- COc1cc(/C=N/NC(=O)c2ccc(CN3C(=O)c4cccc5cccc3c45)cc2)cc(OC)c1O
 : nt | -9% | -23% | ? | 1.2% | -10% | nt | -4%
- COc1ccc(CCNC(=O)CSc2nc(C)cs2)cc1
 : -1% | 0% | 5%[46.1 µM] | 4% | 0.0% | -4% | -4% | 10%
- COc1ccc(CCN2C(=O)C3C4CC(C5C(C(N)=O)=NOC45)C3C2=O)cc1OC (configuration not stated)
 : ? | -2% | 2%[46.1 µM] | -5% | -2.3% | -2% | -6% | 1%
- O=C(COc1cccc2c1CCN(Cc1ccccc1)C2=O)NCc1ccco1
 : 20µM* | 4% | -3% | 7% | -1.0% | -2% | 3% | 7%
- O=C(/C=C/c1ccccc1[N+](=O)[O-])NCCN1C(=O)S/C(=C\c2ccc(F)cc2)C1=O
 : 7% | 12% | 11% | -8% | 5.7% | 1% | 5% | -4%
- CCOC(=O)NNS(=O)(=O)c1cc(Br)ccc1Br
 : ? | 6% | 1% | 0% | -0.2% | 5% | 2% | -9%
- Clc1ccc2[nH]cc(-c3nnnn3-c3ccc4ccccc4c3)c2c1
 : 9.5µM* | -6% | -10%[46.1 µM] | ? | 7.3% | -5% | 7% | -8%
- Cc1nn(Cc2ccccc2)c(Cl)c1/C=C1\NC(=S)NC1=O
 : ? | -12% | -7% | -5% | ? | -8% | 1% | -2%
- CCOc1ccc(N(C(=O)Cn2nnc3ccccc32)C(C(=O)NC(C)(C)CC)c2cccn2C)cc1 (configuration not stated)
 : 0% | 11% | -17%[46.1 µM] | -1% | -1.0% | -6% | -4% | 5%
- CCOC(=O)c1oc2nc3c(cc2c1N)CCCC3
 : ? | 0% | -1% | 2% | 1.3% | -4% | 1%[15.4 µM] | -3%
- CCOC(=O)Cc1csc(N/N=C\c2cccc(Br)c2)n1
 : ? | -13% | -8%[46.1 µM] | -30% | -1.1% | 0% | -3% | ?
- C/C(=N/NC(=O)CN1CCN(Cc2ccccc2Cl)CC1)c1ccco1
 : nt | -9% | -9% | -9% | 2.4% | 3% | nt | 5%
- CCc1nnc(NS(=O)(=O)c2ccc(N/C=C(\C=O)c3nc4cc(Cl)ccc4o3)cc2)s1
 : 2% | -15% | -39% | -1% | 1.5% | 8% | 2% | 3%
- Cc1ccc(NCc2nnc(SCC(=O)Nc3cc(C)on3)n2C)cc1
 : ? | 5% | -14%[46.1 µM] | -10% | 3.2% | 1% | 0% | -11%
- COc1ccccc1C1CC(c2ccc(Cl)cc2Cl)Nc2nc(N)nn21 (configuration not stated)
 : 21% | 9% | ? | -8% | 0.7% | 5% | -3%[15.4 µM] | -3%
- Cc1ccc(Nc2nc(COC(=O)C3CC3)cs2)cc1
 : -24% | -2% | -7% | ? | -1.9%[10.1 µM] | 4% | 7% | ?

Screens (PubChem)

Only part of the results is shown; the hit share may differ from the screen's.
